Screening data (PubChem)
GPR55 beta-arrestin – GPR55 agonists via beta-arrestin recruitment, primary screen, imaging, U2OS cells, beta-arrestin-GFP redistribution (AID 1961) | U2OS GPR55 beta-arrestin-GFP redistribution imaging; higher % means a stronger effect | activation, % at 10 µM; hits with a dose series show EC50 in µM | hit rate 0.048% among 290,000;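 active = activation above 40% with more than 50 cells counted in the well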;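 note: U2OS osteosarcoma cells stably expressing GPR55 and beta-arrestin-GFP; plate controls were DMSO negative control for no effect and LPI positive control for full effect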
NOD1 inhibition – NOD1 signaling inhibitors, primary screen, cell-based, luminescence, uHTS (AID 1578); NOD1-driven NF-kB luciferase reporter cells, luminescence; higher % means a stronger effect; one-dose inhibition, % at 4 µM; EC50 in µM for titrated hits; hit rate 1% among 290,000; in the data active = inhibition mostly above about 36%, no sharp cut-off; inactive = mostly below about 34%;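 note: HEK-293T reporter cells stimulated with the NOD1 agonist gamma-tri-DAP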
GPR35 antagonists – GPR35 antagonists blocking zaprinast-driven arrestin recruitment, primary screen, imaging, U2OS, beta-arrestin-GFP, zaprinast agonist (AID 2058); inhibition, % at 10 µM; hits with a dose series show IC50 in µM; hit rate 0.052% among 290,000; U2OS GPR35 beta-arrestin-GFP translocation imaging, zaprinast antagonism; higher % means a stronger effect;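 active = inhibition of at least 50% with at least 30 cells and total cytoplasm GFP at most 10,000,000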
Siah-1 displacement – Siah-1 peptide-binding antagonists, primary screen, biochemical, fluorescence polarization, rhodamine-plectin, uHTS (AID 1817) | Siah-1 / rhodamine-plectin peptide fluorescence polarization; higher % means a stronger effect | displacement, % at 20 µM; hits with a dose series show IC50 in µM | hit rate 0.02% among 290,000;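 active = displacement of at least 50% at 20 µM, with a fluorescence ratio check between 0.3 and a set limit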;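 note: plate controls were Siah plus tracer with DMSO for no effect and tracer alone without Siah for full effect; strong numbers were not always called active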
HIV peptide binding – inhibitors of HIV fusion peptide binding, primary screen, biochemical, uHTS, fluorescence dequenching (AID 1986); cell-free peptide binding, fluorescence dequenching, 30 min; higher % means a stronger effect; inhibition, % at 20 µM; hits with a dose series show IC50 in µM; hit rate 0.3% among 290,000; in the data active = inhibition mostly above about 52%, no sharp cut-off; inactive = mostly below about 76%; note: some results filed as inactive read as strong as hits
GPR55 antagonists – inhibition of LPI-stimulated GPR55 beta-arrestin translocation – imaging, U2OS, beta-arrestin-GFP, LPI agonist, primary screen (AID 2013); U2OS GPR55 beta-arrestin-GFP translocation imaging, LPI antagonism; higher % means a stronger effect; hit rate 0.13% among 290,000; one-dose inhibition, % at 10 µM; IC50 in µM for titrated hits;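 active = spots per cell inhibited over 60%, with over 100 cells counted and total cytoplasm intensity under 500,000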;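 note: U2OS cells stably carrying GPR55 and arrestin-GFP stimulated by 5 µM LPI near EC80; imaged beta-arrestin-GFP aggregate spots per cell after agonist stimulation; plate controls were LPI-stimulated DMSO wells for no effect and DMSO wells without LPI for full effect; some results filed as inactive read as strong as hits; confirmed hits need IC50 under 10 µM and bright autofluorescent wells are also inconclusive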
KOR beta-arrestin-1 – KOR antagonists, beta-arrestin recruitment, cell-based, luminescence, uHTS (AID 1778) | KOR beta-arrestin recruitment, luminescence, antagonist mode; higher % means a stronger effect | inhibition, % at 10 µM, or IC50 in µM where a hit was titrated | hit rate 0.091% among 290,000; in the data active = inhibition above about 50%; note: strong numbers were not always called active
AID2073 – disruptors of CaV2.2 binding to Mint1 – biochemical, HTRF (AID 2073); hit rate 0.19% among 290,000; HTRF protein-protein interaction, Mint1-CaV2.2; higher % means a stronger effect; inhibition, % at 20 µM, or IC50 in µM where a hit was titrated; in the data active = inhibition mostly above about 51%, no sharp cut-off; note: some results filed as inactive read as strong as hits
KOR beta-arrestin-2 – KOR agonists, beta-arrestin recruitment, primary screen, cell-based, luminescence, uHTS (AID 1777); KOR beta-arrestin recruitment, luminescence; higher % means a stronger effect; activation, % at 10 µM, or EC50 in µM where a hit was titrated; hit rate 0.02% among 280,000; in the data active = activation above about 50%, passing the limit was not always enough; note: a part of the inactive calls stands beside numbers as strong as those of hits
The depositor's hits bear a star; [ ] = dose if it differs, or a comment. Only part of the results is shown (hit frequency here may not be typical).

SMILES | GPR55 beta-arrestin | NOD1 inhibition | GPR35 antagonists | Siah-1 displacement | HIV peptide binding | GPR55 antagonists | KOR beta-arrestin-1 | AID2073 | KOR beta-arrestin-2
CN(C)S(=O)(=O)c1ccc(N=Cc2c(C(F)(F)F)[nH][nH]c2=O)cc1 | -0.2% | -34.1% | 9.1% | 7.2% | -1.3% | 9.9% | 19.7% | 3.5% | -3.2%
Cc1ccc(S(=O)(=O)NCC(C)n2nc(C)cc2C)cc1 (configuration not stated) | 0.2% | -22.6% | -13.4% | 4.6% | -0.3% | -3.5% | -3.7% | -0.4% | -1.5%
CCCCN(C)C(=O)C1CCC(=O)N(c2cc(OC)c(OC)c(OC)c2)C1c1ccc(OC)cc1 (configuration not stated) | 0.3% | 2.0% | -14.3% | 5.0% | 0.4% | 8.1% | 8.6% | 0.9% | -3.1%
COc1ccc(C(C)(C)C)cc1NC(=O)C1CCCO1 (configuration not stated) | -0.1% | -2.4% | -3.1% | 3.9% | -0.1% | 6.8% | 31.8% | 1.4% | -2.4%
C=CCNC(=O)C1CCC(C(=O)NCC=C)CC1 (configuration not stated) | -0.2% | -21.6% | 11.8% | 1.6% | -1.4% | -9.9% | 10.9% | -4.3% | -0.2%
CCC(=O)N1CCN(c2cc(N3CCN(C)CC3)c(F)cc2[N+](=O)[O-])CC1 | -0.1% | -25.0% | -7.0% | 16.0% | -2.1% | 9.0% | -17.6% | 2.5% | 3.2%
CCCCc1c(C)c(C#N)c2nc3ccccc3n2c1Cl | -0.1% | 100.9%* | 3.7% | 2.3% | 0.4% | 9.8% | -106.9% | 15.5% | 0.8%
COc1ccccc1NC(=O)CN1CCN(c2ccccn2)CC1 | 0.1% | -1.9% | -10.3% | 11.6% | 1.7% | 7.5% | -16.5% | 14.2% | 8.4%
O=c1[nH]nc(SCc2cc(Cl)ccc2Cl)c(=O)[nH]1 | 0.5% | 0.2% | 7.8% | 3.7% | 3.8% | -8.5% | 8.6% | 10.8% | 4.7%
CCOc1cc(C(=S)N2CCCC2)ccc1OC(=O)Cc1ccc(F)cc1 | -0.1% | 19.2% | 17.2% | -6.1% | 0.2% | -11.3% | -16.8%[20 µM] | -6.1% | -0.7%
CCOc1ccccc1N(CC(=O)NC1CCCCC1)C(=O)CCCC(=O)Nc1ccccn1 | 0.6% | 14.0% | 10.9% | -5.7% | 1.1% | -0.7% | 11.3% | 48.1% | -5.9%
O=S(=O)(/C=C/c1ccccc1)Nc1cccc(S(=O)(=O)NC2=NCCC2)c1 | 0.3% | -15.4% | -7.2% | 2.1% | 1.4% | 6.9% | 14.6% | 6.0% | 2.6%
N/C(=N\OC(=O)c1ccccc1Cl)c1cccc([N+](=O)[O-])c1 | -0.3% | -80.8% | 15.3% | 2.6% | -1.3% | 1.6% | -22.3%[20 µM] | 12.2% | -3.8%
COc1ccc(N(C)C(=O)c2cc3c(s2)-c2ccccc2OC3)c(OC)c1 | -0.3% | -11.4% | -4.9% | 35.9% | -1.1% | 3.1% | 13.8%[20 µM] | 7.8% | -5.2%
Cc1ccc(S(=O)(=O)Oc2ccc(/C=N/N=C3/NC(=O)C(CC(=O)O)S3)cc2)cc1 (configuration not stated) | -0.1% | -17.1% | -2.7% | 0.5% | 29.2% | 2.9% | -6.6%[20 µM] | -0.6% | 0.0%
Cc1cccc(C)c1NC(=O)c1cn(-c2ccccc2)nc1-c1ccccc1 | 1.5% | -50.0% | -4.7% | 4.0% | 0.7% | 16.6% | -84.8% | 10.1% | 6.3%
CCOC(=O)C1=C(C)Nc2ncnn2C1c1ccccc1F (configuration not stated) | -0.2% | -6.8% | 16.1% | -5.6% | -3.4% | -9.1% | 13.2% | 5.5% | -8.4%
CCNc1nc(NC(C)C)nc(OCCOC(=O)Nc2ccccc2)n1 | 0.1% | -15.2% | 1.4% | -3.2% | 2.2% | 6.7% | -10.4% | 15.6% | 9.8%
CCN1CC(CN(C)Cc2cn(-c3cccc(C)c3)nc2-c2cccc(F)c2)CC1=O (configuration not stated) | 0.4% | -29.3% | 19.1% | 2.3% | 0.1% | -2.7% | -3.2% | -0.8% | -1.1%
CC(=O)c1cccc(OCC(O)CN2CCN(C(=O)c3ccco3)CC2)c1 (configuration not stated) | 0.1% | -20.3% | 4.0% | 17.5% | 2.4% | 4.4% | -5.6% | 5.6% | -2.1%
CCOc1ccc([N+](=O)[O-])cc1CNC1CCCCCCC1 | -0.1% | -33.3% | 5.2% | -3.9% | -0.4% | 8.5% | -4.4% | -6.1% | 4.0%
Cc1cccc(C2Nc3ccccc3C(=O)N2c2ccccc2)n1 (configuration not stated) | -0.1% | 20.1% | -2.1% | -5.0% | -2.7% | 15.8% | -52.2% | 12.4% | -3.2%
NNC(=O)COc1ccc(-c2nccc(-c3ccc(F)cc3)n2)cc1 | -0.1% | 0.3% | 6.0% | -0.2% | 1.8% | 1.3% | -33.9% | 1.6% | 3.0%
COc1cc(OC)cc(C(=O)N[C@H](C(=O)OCC(=O)Nc2cccc(F)c2)C(C)C)c1 | 0.1% | 6.1% | 11.4% | 0.6% | 0.1% | -7.8% | -7.4% | -15.1% | 5.9%
O=c1[nH]c2ccccc2cc1CN(Cc1ccco1)S(=O)(=O)c1ccc(F)cc1 | 0.0% | 33.8% | -4.1% | -4.3% | 0.4% | 14.1% | -16.9% | 10.8% | -4.7%
Cc1csc2ncc(C(=O)N3c4ccccc4CC3C)c(=O)n12 (configuration not stated) | -0.3% | -13.3% | -20.9% | -0.6% | -1.1% | -4.8% | 5.8% | 8.6% | 0.3%
COc1ccc(NC(=O)C(c2ccccc2)N(C)C(=O)CNC(C)=O)cc1 (configuration not stated) | -0.4% | -39.3% | 7.0% | -0.7% | 1.9% | 7.1% | -7.7% | -6.4% | 4.9%
CSc1ccccc1OCc1cc(C(=O)NCCC2=CCCCC2)no1 | -0.1% | -13.4% | 3.6% | 1.2% | -1.8% | 19.8% | 3.8% | 11.0% | 6.3%
O=[N+]([O-])c1ccc(N/N=C2\CC3CC=CC23)cc1 (configuration not stated) | 0.2% | -39.1% | -3.0% | -2.7% | -2.1% | -7.7% | 0.0% | 6.0% | -2.7%
CCc1cccc(CC)c1NC(=O)COC(=O)Cc1ccsc1 | -0.2% | -4.7% | 1.5% | 3.4% | 1.2% | 12.2% | -0.7% | -2.7% | -0.6%
Cn1ncc2nc[nH]c(=O)c21 | 0.0% | -6.6% | 1.9% | 0.8% | -2.5% | 17.4% | 11.0% | -1.3% | -4.5%
C/C(=N\NS(=O)(=O)c1ccc(C)cc1)c1ccc(C)o1 | 0.2% | -19.8% | -13.6% | 16.8% | -1.2% | -6.6% | -47.1%[20 µM] | -11.5% | -5.3%
COc1ccc(CNC(=O)CN(Cc2ccco2)C(=O)CCC(=O)Nc2ccccn2)cc1 | -0.2% | 9.3% | -4.6% | -3.5% | 0.1% | -5.0% | -37.4% | 1.4% | 0.6%
O=C(Cc1cccs1)Nc1nnc(Cc2ccc(F)cc2)s1 | -0.1% | -20.9% | -20.9% | 0.4% | 0.2% | -6.1% | 9.8% | -3.8% | 1.6%
COCCNC(=O)c1cccc(OC2CCN(Cc3ccc(C(=O)OC)cc3)CC2)c1 | -0.1% | -2.1% | -4.7% | 6.8% | 1.4% | 10.7% | -1.2% | 3.4% | -2.3%
CC(Sc1nc2nn(-c3ccccc3)c(=O)c-2c2n1CCCCC2)C(N)=O (configuration not stated) | 0.3% | -10.2% | -7.8% | 3.5% | 5.7% | -14.7% | -15.8% | -10.4% | -4.3%
O=C(C1CC(=O)N(c2ccc(Cl)cc2)C1)N1CCCCCC1 (configuration not stated) | -0.2% | 6.9% | 7.2% | -5.2% | -0.7% | -3.8% | 4.0% | -3.0% | -1.4%
CCC(C)(C(=O)NC1CCCC1)N(C)C(=O)c1ccccn1 (configuration not stated) | 0.5% | -13.8% | -4.6% | 4.9% | -0.9% | 5.3% | 18.6% | 1.4% | -0.7%
Cc1ccc(CCNC(=O)C2CCN(S(=O)(=O)c3ccc4c(c3)NC(=O)C(C)S4)CC2)cc1 (configuration not stated) | 0.6% | -2.8% | -7.9% | 10.2% | 0.4% | 11.2% | 4.4% | -3.3% | 3.3%
CCCCNC(=O)Cc1coc2ccc3ccccc3c12 | -0.1% | 10.2% | 4.9% | 0.2% | 3.4% | 12.3% | -14.7% | 0.7% | 3.1%
CCOC(=O)C(=NCC1CCCO1)NNc1cc(Cl)ccc1Cl (configuration not stated) | -0.1% | 1.8% | 10.7% | -1.3% | -0.9% | 0.8% | -0.5% | -0.4% | -2.6%
CN(C)S(=O)(=O)c1ccc(N2CCCC2)c(C(=O)NCc2ccc(Cl)cc2)c1 | 0.0% | -5.6% | 14.6% | -7.1% | 0.5% | 6.3% | -37.9% | -0.2% | 4.9%
Cc1ccc(CNC(=O)c2ccc(OCC3CCCO3)cc2)cc1 (configuration not stated) | 0.1% | -32.8% | -8.8% | 10.1% | 1.6% | 18.0% | -27.8% | -2.3% | 15.4%
O=C(Nc1ccncc1)C1(c2ccccc2)CCCC1 | 0.5% | 3.9% | -4.2% | 1.5% | 2.9% | 8.6% | -42.7% | 0.9% | 3.4%
O=C1COc2ccc(N3C(=O)C=CC3=O)cc2N1 | 0.2% | 13.3% | 4.0% | -1.9% | -2.9% | 15.0% | 37.3% | 46.3% | -3.2%
CCOc1ccc(-c2noc(CCC(=O)NCC3CCCO3)n2)cc1OC (configuration not stated) | -0.1% | 12.8% | 12.4% | -0.8% | 3.1% | 3.0% | -6.9% | 18.1% | -3.3%
Cc1cc(C)nc(SCc2ccc(C(=O)N/N=C3\CC(C)CC(C)(C)C3)cc2)n1 (configuration not stated) | -0.3% | -7.6% | -6.1% | 2.3% | -1.2% | -2.4% | -34.2% | 1.2% | -0.7%
CC(C)CCNC(=O)C1CCCN(S(=O)(=O)c2ccc(F)cc2)C1 (configuration not stated) | -0.2% | -16.3% | 7.1% | -1.6% | 2.6% | 0.1% | -0.3% | 1.0% | -4.1%
CCOC(=O)N1C=CC=C[C@@H]2[C@@H](N3C(=O)c4ccccc4C3=O)C(=O)N21 | 1.1% | -20.9% | 5.4% | 2.2% | 0.0% | 7.9% | -49.9% | 8.0% | 0.9%
COc1ccccc1NS(=O)(=O)N(C)C | 0.3% | 3.5% | -3.4% | -2.1% | -0.9% | -7.8% | -1.5% | -1.8% | -0.6%
CCOC(=O)CCn1cnc2ccc([N+](=O)[O-])cc2c1=O | 0.7% | -24.7% | -0.9% | 0.1% | -2.0% | 5.5% | 2.8% | 38.5% | -0.3%
O=C(COc1cccc2ccccc12)NCc1cccnc1 | 0.6% | -19.5% | 3.3% | 4.2% | 1.4% | -3.6% | -8.9% | -4.4% | -1.3%
COc1ccccc1NC(=O)/C(C#N)=C/c1ccc(OCCN2CCOCC2)c(OC)c1 | -0.1% | -13.4% | -19.8% | 4.9% | 0.3% | 13.0% | -11.9% | 17.3% | 0.2%
